Screening results as filed in PubChem.
Pol eta inh: qHTS for Inhibitors of Polymerase Eta | Potency, µM (doses to about 114 µM), inactives show at the top dose activity change, negative = inhibition, most hits filed as inhibitors | DNA polymerase eta (Homo sapiens), Q9Y253 | recombinant Pol eta, fluorescent DNA replication assay | 390,000 tested, 1.2% active | AID 588591, 2011; also: % is scaled to controls: 0 for no effect and ±100 for the full control effect
Target sequence (Q9Y253 whole entry, looked up): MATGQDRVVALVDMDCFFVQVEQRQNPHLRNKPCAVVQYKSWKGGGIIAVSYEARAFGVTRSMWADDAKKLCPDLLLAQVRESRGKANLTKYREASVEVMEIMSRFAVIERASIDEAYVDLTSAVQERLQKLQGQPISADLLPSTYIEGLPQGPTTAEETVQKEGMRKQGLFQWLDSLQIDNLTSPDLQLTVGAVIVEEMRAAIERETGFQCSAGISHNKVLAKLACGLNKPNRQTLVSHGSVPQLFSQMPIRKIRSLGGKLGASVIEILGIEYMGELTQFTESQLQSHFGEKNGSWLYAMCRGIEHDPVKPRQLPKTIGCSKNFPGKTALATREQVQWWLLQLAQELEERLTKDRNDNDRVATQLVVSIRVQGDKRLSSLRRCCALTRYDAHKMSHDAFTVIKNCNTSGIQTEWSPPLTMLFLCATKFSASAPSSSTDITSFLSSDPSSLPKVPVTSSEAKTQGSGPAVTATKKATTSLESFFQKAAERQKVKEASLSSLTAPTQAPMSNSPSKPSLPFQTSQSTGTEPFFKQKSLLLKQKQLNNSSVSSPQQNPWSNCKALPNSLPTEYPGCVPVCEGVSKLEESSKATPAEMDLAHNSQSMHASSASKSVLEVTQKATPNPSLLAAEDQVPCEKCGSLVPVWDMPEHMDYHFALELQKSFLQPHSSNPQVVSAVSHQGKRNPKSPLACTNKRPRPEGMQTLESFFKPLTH
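Pol eta (10 nM) was preincubated with compounds for 15 min at room temperature, after which fluorescent replication substrate (50 nM final) was added to start the reaction. Fluorescence was read kinetically at 0 and 10 min.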
APE1 inh: qHTS Assay for Inhibitors of the Human Apurinic/apyrimidinic Endonuclease 1 (APE1) | DNA repair nuclease/redox regulator APEX1 (Homo sapiens), P27695 | recombinant APE1, TAMRA/BHQ-2 abasic DNA cleavage fluorescence | Potency, µM (titrated, usually from 65.8 µM), for inactives: at the highest dose activity change, negative = inhibition, usual class: inhibitors | 350,000 tested, 0.35% active | AID 2517, 2012;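 also: plate controls were vehicle for no effect and reference inhibitor for full effect; nearly all actives have a fitted effect of over 55% in size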
Target sequence (P27695 whole entry, looked up): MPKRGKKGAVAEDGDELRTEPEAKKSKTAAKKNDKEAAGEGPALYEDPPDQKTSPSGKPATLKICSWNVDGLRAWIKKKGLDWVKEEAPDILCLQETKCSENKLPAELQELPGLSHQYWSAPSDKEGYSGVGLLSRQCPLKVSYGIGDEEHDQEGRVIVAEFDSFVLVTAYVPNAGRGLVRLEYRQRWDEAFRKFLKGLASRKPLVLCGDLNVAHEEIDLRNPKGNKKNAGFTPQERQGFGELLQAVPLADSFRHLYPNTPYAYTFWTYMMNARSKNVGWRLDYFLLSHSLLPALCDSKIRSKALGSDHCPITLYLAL
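Substrate: short duplex with […] THF abasic site, 5'-TAMRA and 3'-BHQ-2, 50 nM final. APE1 at 0.75 nM, preincubated 15 min RT with compound. Fluorescence increase from first to third read measured activity.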
BLM inh: qHTS Assay for Inhibitors of Bloom's syndrome helicase (BLM); recombinant BLM DNA unwinding, fluorescence dequenching; 350,000 tested, 0.2% active; RecQ-like DNA helicase BLM (Homo sapiens), P54132; Potency, µM (series often up to 56.1 µM), without a hit: at the top dose activity change, negative = inhibition, usual class: inhibitors;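 also: plate controls were vehicle for no effect and no enzyme for full effect; nearly all actives have a fitted effect of over 35% in size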
Pol iota inh: qHTS for Inhibitors of Polymerase Iota; DNA polymerase iota (Homo sapiens), Q9UNA4; Pol iota fluorescent replication assay, 10 min; Potency, µM (titrated, usually from 115 µM), for inactives: at the highest dose activity, negative = inhibition, hits mostly inhibitors; 390,000 tested, 1% active
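Fluorescent replication assay read twice, at 0 min and 10 min after adding 50 nM (final) substrate. Enzyme (10 nM) and compounds were first incubated 15 min at room temperature; enzyme-free buffer wells were negative controls.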
Apoferritin bind: qHTS Assay for Identification of Novel General Anesthetics. 350,000 tested, 0.074% active. AID 485281, 2010. Ferritin light chain (Equus caballus), P02791. apoferritin/1-aminoanthracene competitive binding, fluorescence. Potency, µM (titrated, usually from 77.5 µM), inactives show at the top dose activity change, negative = displacement, usual class: inhibitors; also: % is scaled to controls: 0 for no effect and ±100 for the full control effect; nearly all actives have a fitted effect of over 20% in size
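Read-out: endpoint 1-AMA fluorescence, excitation 380 nm and emission 535 nm, after compounds sit 10 min at room temperature with 10 uM horse-spleen apoferritin in 50% saturated 1-AMA/PBS. Values come from four-parameter Hill fits.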
POLK inh: qHTS for Inhibitors of Polymerase Kappa. Potency, µM (highest dose often 107 µM), inactives show at the highest dose activity, negative = inhibition, hits mostly inhibitors. purified Pol kappa, fluorescent DNA synthesis assay, 10 min. AID 588579, 2011. 400,000 tested, 0.53% active; also: % is scaled to controls: 0 for no effect and ±100 for the full control effect
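Readout: fluorescence, taken kinetically at 0 and 10 min. Conditions: 10 nM Pol kappa, 15 min RT compound preincubation, 50 nM substrate final. Controls: enzyme-free buffer wells.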
BAZ2B block: qHTS Assay for Inhibitors of BAZ2B. Bromodomain adjacent to zinc finger domain protein 2B (Homo sapiens), Q9UIF8. AID 504333, 2011. Potency, µM (highest dose often 114 µM), for inactives: at the top dose activity change, negative = inhibition, usual class: inhibitors. 360,000 tested, 4.4% active. AlphaScreen BAZ2B-H3K14Ac peptide displacement; also: % is scaled to controls: 0 for no effect and ±100 for the full control effect; nearly all actives have a fitted effect of over 60% in size
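BAZ2B (50 nM) with biotin-H3(5-23)K14Ac peptide (50 nM) in PBS pH 7.4, 0.01% Tween-20, preformed 30 min, then compound 30 min at room temperature; top concentration 110uM. AlphaScreen streptavidin donor/nickel chelate acceptor beads (10 ug/mL final), 20 min dark, signal read.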
POLB inh: qHTS Assay for Inhibitors of DNA Polymerase Beta. Pol beta primer extension/strand displacement, fluorescence kinetic. Potency, µM (titrated, usually from 114 µM), inactives show top-dose activity change, negative = inhibition, hits mostly inhibitors. 340,000 tested, 1.3% active; also: % is scaled to controls: 0 for no effect and ±100 for the full control effect
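Values derive from four-parameter Hill fits of normalized kinetic data: reads at 0 and 10 min following addition of 50 nM substrate to 10 nM Pol beta preincubated 15 min with compound.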
G9a block: qHTS Assay for Inhibitors of Histone Lysine Methyltransferase G9a. Histone-lysine N-methyltransferase EHMT2 (Homo sapiens), Q96KQ7. G9a H3K9 monomethylation, AlphaScreen, 2 h. Potency, µM (doses to about 102 µM), without a hit: top-dose activity, negative = inhibition, usual class: inhibitors. 350,000 tested, 8.8% active; also: % is scaled to controls: 0 for no effect and ±100 for the full control effect; nearly all actives have a fitted effect of over 75% in size
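Signal arises when biotinylated H3K9 peptide, once monomethylated, bridges streptavidin donor and antibody-captured acceptor beads. Enzyme at 20 nM was preincubated 15 min with test compounds; peptide 500 nM and SAM 20 uM then reacted for 2 h.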
The depositor's hits bear a star; u = inconclusive; x = not tested or not shown; & = joins results of further samples; [ ] = another dose, or the depositor's remark. Calls follow the shape of the dose curve; as a rule, active = well fitted curve in the direction sought with a large enough effect; inconclusive = small, poorly fitted or top-dose-only effect, or another doubt; inactive = no such curve, though single readings can be large; an effect the other way counts as inactive or inconclusive. Potency is read from the fitted curve at half-maximal effect.

SMILES	Pol eta inh	APE1 inh	BLM inh	Pol iota inh	Apoferritin bind	POLK inh	BAZ2B block	POLB inh	G9a block
CCCNC(=S)NNC(=O)c1cc(-c2cccnc2)nc2ccccc12	8%	-9%	-1%	3%	-7%	-13%	-5%	7%	-6%[0.501 µM]
O=C(c1ccc2c(c1)C(=O)N(CCCO)C2=O)c1ccc2c(c1)C(=O)N(CCCO)C2=O	-4%	6%	-1%	8%	-1%	3%	7%	-1%	2%[12.7 µM]
Cc1ccc(Cl)cc1N1CCN(CC(O)COC(C)C)CC1 (stereo unspecified)	9%	20%	-2%	7%	-7%	13%	2%	45%	x
Cc1ccccc1C(=O)Oc1ccc(-c2csnn2)cc1	-19%	-3%	-7%	45%[activator]	5%	0%	16%	9%	52%[activator]
CC(C)=CCC/C(C)=C/CC/C(C)=C/CC/C(C)=C/CO	x	1%&-9%	3%	x	-20%&-15%	-8%[19.4 µM]	x	x	86%[activator][59 µM]
Cc1cc(N/N=C/c2cccc(Br)c2)nc2ccccc12	-10%	16%	-3%	23%	2%	-4%	7%	3%	74%[activator][59 µM]
COc1ccc(-c2nc(N)n[nH]2)cc1OC	u	-5%	-1%	u	-12%	-19%	u	1%	1%[12.7 µM]
COC(=O)CSc1nc(C2CC2)cc(C(F)(F)F)c1C#N	8%	-1%	-1%	5%	u	-8%	92%[activator]	1%	107%[activator]
COc1ccc(CC2(CO)CCN(Cc3ccc(NC(C)=O)cc3)CC2)cc1	8%	3%	2%	73%[activator]	-8%	-5%	-1%	20%	21%[59 µM]
CC1(C(=O)O)CCC(C(=O)Nc2ccc(S(N)(=O)=O)cc2)C1(C)C (stereo unspecified)	-14%	10%	-1%	8%	-8%	5%	4%	8%	0%[59 µM]
CC(C)(C)N1CC(C(=O)O)CC1=O (stereo unspecified)	-2%	0%	-1%	66%[activator]	-1%	-10%	-22%	u	6%
CCOc1ccc(NC(=O)Cn2nc(SC)c(S(=O)(=O)c3ccccc3)c2N)cc1	-20%	x	-9%	23%	-6%	-9%	-20%	-23%	-28%[59 µM]
O=C(NCC1CCCO1)c1ccc2c(=O)n(Cc3ccco3)c(SCC(=O)N3CCCC3)nc2c1 (stereo unspecified)	-19%	-2%	-3%	20%	-7%	-4%	-29%	9%	4%[12.7 µM]
CCCCC(=O)NC(Nc1nc(C2CC2)cs1)(C(=O)OCC)C(F)(F)F (stereo unspecified)	-15%	3%	-4%	-3%	u	-8%	-11%	14%	u
C/C(=N\NC(=O)C(N)=O)c1cccc(C(F)(F)F)c1	-5%	1%	0%	101%[activator]	-6%	-1%	-13%	3%	-4%
Nc1nc(-c2nn(Cc3ccccc3F)c3ncccc23)ncc1C1CC1	x	10%	4%	x	7%	12%[60.1 µM]	x	x	x
COc1ccc(CC(=O)NNC(=O)c2cc(Cl)ccc2OC)cc1	-3%	4%	x	8%	x	-11%	16%	x	u
COc1ccc(C(C)=O)cc1CSc1nc(NCCc2ccccc2)c2ccccc2n1	-8%	x	-2%	32%[activator]	-15%	-3%[60.1 µM]	-20%	-11%	u
COc1ccccc1N1CCN(C(c2cccs2)C(C)NC(=O)c2cccnc2)CC1 (stereo unspecified)	0%	-2%	-1%	u	-8%	3%	x	10%	u
COc1ccc(C2/C=C\CN(S(=O)(=O)/C=C/c3ccccc3)[C@H](Cc3ccccc3)C(=O)N2Cc2ccc(F)cc2)cc1 (stereo partly specified)	-8%	-2%	-4%	31%[activator]	-10%	2%	-17%	-12%	u
CCN(CC)CCOC(=O)c1ccc([N+](=O)[O-])cc1	-15%	-7%	2%	118%[activator]	12%	-10%	3%	1%	21%[12.7 µM]
O=C(N1CCCCC1)C12CC3CC(C1)CC(C(=O)N1CCCCC1)(C3)C2	-7%	-11%	-2%	-6%	-15%	0%	-3%	-3%	3%[12.7 µM]
CC(C)CC(=O)N(c1nnc(-c2cccnc2)s1)C1CCCC1	-11%	26%	-1%	11%	-16%	3%	-5%	u	-2%
COC(=O)c1ccc(CSc2nc3ccccc3c(=O)n2-c2ccccc2)o1	-9%	7%	-14%	6%	-21%	-2%	-25%	-6%	16µM*
Cc1cccc(/C=N/NC(=O)c2cc(-c3cccnc3)nc3ccccc23)c1	-11%	5%	1%	110%[activator]	u	-2%	3%	-22%	10%
O=C(CN1CCCCC1)N/N=C/c1cc2ccccc2nc1Cl	-17%	u	-6%	91%[activator]	-6%	-2%	x	0%	-1%
Cc1ccc(S(=O)(=O)NC2CC(=O)N(c3ccc4c(c3)OCCO4)C2)cc1 (stereo unspecified)	-18%	15%	x	33%[activator]	x	-5%	-5%	x	-12%
CC(=O)Nc1ccc(S(=O)(=O)NCCc2c[nH]c3ccc(C)cc23)cc1	-17%	-13%	-2%	31%[activator]	-8%	2%	-7%	35%	x
CCOc1ccc(OCc2ccc(C(=O)NCC3CCCO3)o2)cc1 (stereo unspecified)	-11%	12%	3%	33%[activator]	-13%	-8%	8%	-11%	2%[59 µM]
COc1cc2c(cc1OC)CN(C(=O)CCOc1ccccc1)CC2	-8%	26%	-2%	0%	-10%	10%	-1%	-3%	13%
CCc1ccc(NC(=O)CN2CCc3ccccc3C2)cc1	-5%	-2%	-5%	8%	u	-24%	-1%	-11%	7%[12.7 µM]
COc1ccc(CCNC(=O)CSc2nnc3ccc(-c4cccnc4)nn23)cc1OC	4%	-2%	-2%	10%	-6%	-14%	-15%	6%	-1%
Cc1ccc(-n2nc(C(=O)Nc3ccc(Br)cc3C)c(=O)n(C)c2=O)cc1	-2%	x	1%	13%	5%	-12%[60.1 µM]	-1%	5%	-1%[59 µM]
c1ccc(C(c2ccccc2)c2noc(CN3CCN(CC4CC4)CC3)n2)cc1	-19%	12%	-3%	32%[activator]	-8%	-2%	-10%	-1%	x
Fc1ccc2nc(C3CCCCN3Cc3nc(CC4CC4)no3)[nH]c2c1 (stereo unspecified)	3%	2%	-7%	122%[activator]	-11%	-10%	-9%	19%	6%
O=C(CNC(=O)c1ccc(Cl)cc1)OCCCOC(=O)CNC(=O)c1ccc(Cl)cc1	-18%	46%[activator]	-3%	-16%	-23%	-15%	-16%	-2%	14%
c1ccc(CCNc2cnccn2)cc1	2%	1%	-1%	15%	-19%	-17%[60.1 µM]	-8%	10%	2%
NC(=O)C1CCN(c2ccc(S(=O)(=O)N3CCCCC3)cc2[N+](=O)[O-])CC1	-13%	16%	x	66%[activator]	x	2%	x	x	x
Cc1[nH]c(=O)[nH]c(=O)c1C1N2CC3(C(C)C)CN1CC(C(C)C)(C2)C3=O (stereo unspecified)	-18%	x	1%	35%[activator]	-5%	-20%	-4%	u	u
Cc1ccc(CS(=O)(=O)Cc2ccc(C(=O)NCCc3ccc(Cl)cc3)o2)cc1	-6%	x	-6%	0%	-6%	-5%[60.1 µM]	2%	-1%	-22%[59 µM]

Exported with values under each structure: entries from further up.
The line under a structure holds: Pol eta inh | APE1 inh | BLM inh | Pol iota inh | Apoferritin bind | POLK inh | BAZ2B block | POLB inh | G9a block
- c1ccc(C(c2ccccc2)c2noc(CN3CCN(CC4CC4)CC3)n2)cc1
→ -19% | 12% | -3% | 32%[activator] | -8% | -2% | -10% | -1% | x
- Fc1ccc2nc(C3CCCCN3Cc3nc(CC4CC4)no3)[nH]c2c1 (stereo unspecified)
→ 3% | 2% | -7% | 122%[activator] | -11% | -10% | -9% | 19% | 6%
- O=C(CNC(=O)c1ccc(Cl)cc1)OCCCOC(=O)CNC(=O)c1ccc(Cl)cc1
→ -18% | 46%[activator] | -3% | -16% | -23% | -15% | -16% | -2% | 14%

Continued.
SMILES	Pol eta inh	APE1 inh	BLM inh	Pol iota inh	Apoferritin bind	POLK inh	BAZ2B block	POLB inh	G9a block
CCCCCCCCCCOC(=O)C[N+](C)(C)CC1CCCCC1O (stereo unspecified)	-14%	-1%	0%	-8%	u	-9%	-1%	19%	4%
COc1ccc(Br)cc1/C=N/N1C(=O)CSC1=S	1%	-7%	-3%	u	6%	-22%	u	19%	79µM*
COC(=O)c1sccc1S(=O)(=O)N(CC(=O)NCc1ccc(C)cc1)c1ccc(Cl)cc1	-10%	x	-1%	-3%	-18%	-18%	-7%	30%	2%[59 µM]
Cc1noc(C)c1COC(=O)C1CCN(S(=O)(=O)c2c(Cl)cccc2Cl)CC1	-13%	-8%	x	43%[activator]	x	-10%	0%	x	13%[0.501 µM]
COc1ccc(CNC(=O)C(C)OC(=O)CO/N=C(\C)c2ccc3c(c2)OCO3)cc1 (stereo unspecified)	1%	4%	x	42%[activator]	x	-6%	8%	x	-1%[0.501 µM]
CCCc1nc(SCC(=O)Nc2ccccc2)c2c(=O)n(C)c(=O)n(C)c2n1	-15%	-2%	8%	10%	-1%	8%	5%	-4%	-16%[59 µM]
CCC1CN(C(=O)N2CCC(C(=O)NCc3cccs3)CC2)c2ccccc2O1 (stereo unspecified)	-7%	x	0%	15%	-7%	7%	1%	15%	3%[59 µM]
CCOC(=O)[C@@H]1[C@H]2COc3ccc(Br)cc3[C@@H]2N2C(=O)N(c3ccc(C)cc3)C(=O)[C@]12C	-11%	2%	-9%	1%	-16%	-4%	-9%	7%	7%
CCOC(=O)c1ccccc1NC(=O)CSc1cc(C)[nH]c(=O)n1	-9%	x	0%	17%	-8%	-6%[60.1 µM]	0%	5%	-3%[59 µM]
NS(=O)(=O)c1cc(C(=O)NNC(=O)c2ccc3c(c2)OCO3)ccc1Cl	-11%	35%	x	51%[activator]	x	-10%	x	x	x
COc1ccccc1N(Cc1ccccc1)S(=O)(=O)c1cccc(C(=O)Nc2ccc(C(C)=O)cc2)c1	-11%	-5%	-9%	166%[activator]	-7%	-7%	1%	5%	14%[59 µM]

A portion of the library; count on the stated rates, not on these rows.
